# Source: PubChem BioAssay (The Scripps Research Institute Molecular Screening Center)
# M1 antag – antagonists of human M1 muscarinic receptor. inhibition, % at 3 µM. P11229. CHO-K1 hM1, Fluo-8 calcium fluorescence, ACh EC80 antagonist. hit rate 1.3% among 360,000;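 active = percent inhibition above its own plate's cutoff, namely the mean of that plate's compound wells plus 3 SD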;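 also: peak over basal fluorescence ratio during 140 s after agonist addition; 0% = ACh EC80 plus DMSO and 100% = DMSO alone without agonist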
# Target sequence (P11229 whole entry, looked up): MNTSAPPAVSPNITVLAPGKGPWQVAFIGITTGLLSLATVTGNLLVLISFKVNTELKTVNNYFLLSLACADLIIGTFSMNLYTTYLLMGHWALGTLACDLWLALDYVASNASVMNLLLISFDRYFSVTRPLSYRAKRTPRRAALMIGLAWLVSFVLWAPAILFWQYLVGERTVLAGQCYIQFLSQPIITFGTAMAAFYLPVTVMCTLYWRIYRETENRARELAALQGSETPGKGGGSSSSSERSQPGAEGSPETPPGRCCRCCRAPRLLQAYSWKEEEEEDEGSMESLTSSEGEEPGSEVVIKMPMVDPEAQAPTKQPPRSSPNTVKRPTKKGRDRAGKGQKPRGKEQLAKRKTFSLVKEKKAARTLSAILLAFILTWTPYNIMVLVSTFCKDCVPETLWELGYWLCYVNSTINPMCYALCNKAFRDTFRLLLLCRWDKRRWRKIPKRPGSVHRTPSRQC
# CHO-K1 Ca ag – M1 agonist counterscreen hit in parental CHO-K1 cells | Fluo-8 calcium fluorescence; scaled to maximal ATP response, vehicle zero | activation, % at 3 µM | hit rate 0.48% among 360,000 | AID 602248; in the data active = activation above about 15%;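 also: untransfected CHO-K1 host cells lacking M1 receptor as counterscreen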
# TAAR1 agonist – agonists of human TAAR1; CHO RD-HGA16 TAAR1, Fluo-8 calcium fluorescence; vehicle wells 0%, saturating PEA agonist 100%; activation, % at 3 µM; Q96RJ0; hit rate 0.99% among 360,000;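 active = activation above the mean activation of all test compounds in the run plus 3 SD, cut at about 38% in these data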
# Target sequence (Q96RJ0 whole entry, looked up): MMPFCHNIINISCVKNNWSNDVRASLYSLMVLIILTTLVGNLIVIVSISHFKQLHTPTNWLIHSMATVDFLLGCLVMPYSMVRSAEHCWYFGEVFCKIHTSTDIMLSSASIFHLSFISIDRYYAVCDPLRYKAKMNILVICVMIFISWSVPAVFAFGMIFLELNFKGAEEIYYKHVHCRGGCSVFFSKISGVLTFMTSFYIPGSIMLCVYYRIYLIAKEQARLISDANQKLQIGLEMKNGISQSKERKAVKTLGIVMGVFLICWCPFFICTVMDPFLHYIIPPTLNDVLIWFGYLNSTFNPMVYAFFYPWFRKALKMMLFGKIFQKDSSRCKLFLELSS
#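 Test system: RD-HGA16 (CHO) cells co-expressing Gα16 and hTAAR1 / Benchmarks: DMSO vehicle as 0%, PEA at EC100 as 100% / Repeats: no replicates (n 1) / Measure: % activation from peak over basal fluorescence ratio, DMSO-to-PEA scaled / Timing: 17-24 h plating, Fluo-8 75 min 37 °C, 30 min RT / Technique: kinetic Fluo-8 calcium fluorescence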
# TAAR1 antagonist – human TAAR1 antagonism; Q96RJ0; CHO RD-HGA16 TAAR1, Fluo-8 calcium fluorescence, antagonist; inhibition, % at 3 µM; hit rate 1.5% among 360,000;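 active = inhibition above a per-plate cutoff, the mean inhibition of test compounds on that plate plus 3 SD, cut at about 49% in these data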;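 also: 0% = DMSO plus EC80 beta-PEA response and 100% = DMSO alone without agonist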
#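 Test system – hTAAR1-expressing CHO RD-HGA16 cells, Gα16-coupled · Reagent – β-PEA at EC80 concentration, post-compound challenge · Compound dosing – 3 µM, single point · Timing – 140 s kinetic read after compound, 140 s after agonist · Detection – Fluo-8 intracellular calcium dye fluorescence, real-time kinetic reads · Control set – DMSO and EC80 PEA controls · Repeats – n of 1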
# M1 PAM – positive allosteric modulators of human M1 muscarinic receptor; P11229; activation, % at 3 µM; CHO-K1 hM1, Fluo-8 calcium fluorescence, ACh EC20; 0% = ACh EC20, 100% = maximal ACh; hit rate 0.088% among 360,000; in the data active = activation above about 19%, passing the limit was not always enough
# CHRM1 agonist – human M1 muscarinic receptor agonism. hit rate 0.33% among 360,000. AID 588814. P11229. activation, % at 3 µM. CHO-K1 hM1, Fluo-8 calcium fluorescence, agonist mode; 0% DMSO, 100% acetylcholine EC100;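 active = activation above the run's mean compound activation plus 3 SD, cut at about 16% in these data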;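 also: peak over basal fluorescence ratio within a 140 s kinetic read after compound addition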
# M1 PAM parental – nonselective activator or artifact in parental CHO-K1 calcium assay; activation, % at 3 µM; AID 602247; hit rate 0.02% among 360,000; ATP EC20, Fluo-8 calcium fluorescence; 0% at ATP EC20, 100% at ATP max;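 active = activation above the run cutoff, the mean activation of all test compounds plus 3 SD, cut at about 40% in these data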;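 also: peak over basal fluorescence ratio in a 140 s read after ATP addition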
# CHO-K1 Ca antag – M1 antagonist counterscreen hit in parental CHO-K1 cells | ATP-induced calcium, Fluo-8 fluorescence | inhibition, % at 3 µM | hit rate 0.6% among 360,000 | AID 602250;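 active = inhibition above a per-plate cutoff, the plate's mean sample inhibition plus 3 SD, cut at about 24% in these data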;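 also: 0% = DMSO plus EC80 ATP and 100% = DMSO alone without ATP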
# CHO parental Ca – counter-screen: ATP calcium response change in parental CHO cells | parental CHO-K1, ATP-induced calcium, Fluo-8 fluorescence | inhibition, % at 5.6 µM | hit rate 0.63% among 330,000;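 active = inhibition above that plate's mean sample inhibition plus 3 SD, cut at about 26% in these data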;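 also: 0% = ATP-challenged DMSO wells and 100% = DMSO wells without ATP; some compounds past the cut are filed as inactive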
#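 Measured by: calcium-sensitive Fluo-8 fluorescence / Test system: CHO parental line / Controls: ATP-challenged DMSO wells low, unchallenged DMSO wells high / Measure: % inhibition / Compound: single nominal dose of 5.6 µM per compound / Replicates: single well per compound, no replicates / Reagent: ATP as calcium-mobilizing challenge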
# Active calls of the source: *; · = not tested or not shown.
No.	Molecule	M1 PAM	CHO-K1 Ca antag	M1 antag	TAAR1 antagonist	TAAR1 agonist
1	Cc1ccc(NC(=O)COC(=O)Cn2cnc3ccccc32)c([N+](=O)[O-])c1	0	-5	0	-8	4
2	COC(=O)C1=C(N)Oc2c(oc(CO)cc2=O)C1c1ccc(F)cc1 (stereo unspecified)	2	3	3	-37	1
3	CN(C)S(=O)(=O)c1ccc(NC(=O)CCNC(=O)c2ccc([N+](=O)[O-])cc2)cc1	12	-6	-9	-6	4
4	Cc1cc(Cl)ccc1NC(=S)NCc1ccc(S(N)(=O)=O)cc1	5	-2	3	20	4
5	CCCCC(=O)Nc1cccc(NC(=S)NC(=O)C(C)C)c1	1	-14	-4	-2	1
6	O=C(c1cccc(S(=O)(=O)NCc2ccccc2)c1)N1CCN(c2ccc(F)cc2)CC1	2	-21	-1	7	5
7	CC(=O)Nc1ccc(-n2cnnn2)cc1	8	-3	-14	8	5
8	O=C(Cc1n[nH]c(=O)c2ccccc12)N/N=C/c1cc2c(cc1Cl)OCO2	-4	-14	-10	1	2
9	CCCN1CCN(C2CCCCC2NS(=O)(=O)c2ccccc2)CC1 (stereo unspecified)	2	-13	-2	·	·
10	O=C(NCC1CCCO1)c1ccc(NC(=O)c2ccc([N+](=O)[O-])cc2)cc1 (stereo unspecified)	15	3	-23	3	3
11	O=C(N1CCOCC1)N1CCN(S(=O)(=O)c2ccccc2)C1	5	0	-5	-9	4
12	COc1ccc(CSc2nncn2C)cc1[N+](=O)[O-]	4	-10	-3	-2	0

No.	CHO parental Ca	CHRM1 agonist	CHO-K1 Ca ag	M1 PAM parental
1	38*	-2	9.0	10
2	-3	-3	0.3	-5
3	-11	-9	0.8	12
4	10	-8	-0.3	16
5	-9	-4	2.0	24
6	-20	-1	7.6	4
7	-2	-2	-0.1	8
8	-7	2	1.4	-15
9	-21	-5	-0.3	20
10	10	1	2.0	-5
11	1	-2	0.0	10
12	2	-10	0.1	3

No.	Molecule	M1 PAM	CHO-K1 Ca antag	M1 antag	TAAR1 antagonist	TAAR1 agonist
13	CCN1CCN(c2ccc(S(=O)(=O)N3CCCCC3)cc2NC(=O)Cc2c(F)cccc2Cl)CC1	12	0	-5	-15	6
14	COc1ccc(S(=O)(=O)n2cnc3cc(C)c(C)cc32)cc1	8	-7	-3	-2	5
15	COc1ccc(C(=O)NC(=S)Nc2ccc(S(=O)(=O)Nc3cc(C)on3)cc2)cc1OC	6	-10	-13	-15	-2
16	CCCCNC(=O)C1(C)CCCCN1Cc1ccc(-c2ccccc2)cc1 (stereo unspecified)	0	-17	-13	-4	9
17	O=C(CSc1ccccc1)Nc1nccs1	-1	0	1	0	1
18	CC(=O)Nc1ccc(NC(=O)CSc2n[nH]c(-c3cccs3)n2)cc1	-2	-7	9	-16	1
19	CC1(C)Oc2ccc(C(=O)NNC(=O)Nc3ccccc3)cc2NC1=O	16	-4	-1	5	2
20	COc1cc(/C=N/NC(=O)Cc2nnc(N)s2)cc(OC)c1OC	14	-3	-21	-24	4
21	CC1CCN(S(=O)(=O)c2ccc(NC(=O)c3ccncc3)cc2)CC1	1	-4	-4	-10	8
22	COc1cccc(NC(=O)C(=O)NCC2CCCN2S(=O)(=O)c2cccs2)c1 (stereo unspecified)	-6	-8	-7	-4	2
23	COc1ccc(NC(=O)COC(=O)c2ccc([N+](=O)[O-])o2)cc1Cl	1	-2	2	19	17
24	O=C(C1=C[C@@H]2[C@H]3C(=O)N(c4ccc(Cl)cc4)C(=O)[C@H]3[C@@H](C(=O)c3ccc(Cl)cc3)N2C=C1)c1ccccc1	11	-1	-6	0	3

No.	CHO parental Ca	CHRM1 agonist	CHO-K1 Ca ag	M1 PAM parental
13	-12	-3	4.2	4
14	2	-3	0.9	19
15	-14	-2	1.1	15
16	·	-4	-0.3	19
17	-8	-4	0.3	2
18	8	-3	0.9	9
19	-5	4	0.1	2
20	1	-1	-0.1	11
21	1	3	9.9	16
22	·	-6	2.2	3
23	4	-4	0.8	-13
24	-22	-7	-0.2	18

# Arranged by value in M1 antag (lowest first): three of the compounds above.
item	SMILES	M1 antag	TAAR1 antagonist	TAAR1 agonist	CHRM1 agonist
15	COc1ccc(C(=O)NC(=S)Nc2ccc(S(=O)(=O)Nc3cc(C)on3)cc2)cc1OC	-13	-15	-2	-2
19	CC1(C)Oc2ccc(C(=O)NNC(=O)Nc3ccccc3)cc2NC1=O	-1	5	2	4
17	O=C(CSc1ccccc1)Nc1nccs1	1	0	1	-4

# Back to the main list, starting three compounds before the break.
No.	Molecule	M1 PAM	CHO-K1 Ca antag	M1 antag	TAAR1 antagonist	TAAR1 agonist
22	COc1cccc(NC(=O)C(=O)NCC2CCCN2S(=O)(=O)c2cccs2)c1 (stereo unspecified)	-6	-8	-7	-4	2
23	COc1ccc(NC(=O)COC(=O)c2ccc([N+](=O)[O-])o2)cc1Cl	1	-2	2	19	17
24	O=C(C1=C[C@@H]2[C@H]3C(=O)N(c4ccc(Cl)cc4)C(=O)[C@H]3[C@@H](C(=O)c3ccc(Cl)cc3)N2C=C1)c1ccccc1	11	-1	-6	0	3
25	CCOc1ccc(/C=N/N2C(C)CCCC2C)cc1OC (stereo unspecified)	16	8	-18	-13	3
26	Cc1ccc(CN2CC(C(=O)Nc3ncccc3C)CC2=O)cc1 (stereo unspecified)	9	-2	-5	-15	1
27	Cc1cc(O)cc2c1C1CCC3(C)C(=O)CCC3C1C=C2 (stereo unspecified)	1	14	-7	2	1
28	CCCSc1nc(NCc2ccco2)c2c3c(sc2n1)COC(C)(C)C3	8	7	-3	-2	10
29	CC(=O)Oc1ccc(C2OC(=O)c3ccccc3N2C(C)=O)cc1 (stereo unspecified)	8	-1	-3	-20	7
30	Cc1cccc(N(CC(N)=O)C2SC(=O)NC2=O)c1 (stereo unspecified)	4	-8	-2	-7	-2
31	Cc1nnc(SCC(=O)NC(=O)NCc2ccco2)n1Cc1ccccc1	-1	-8	3	3	0
32	CCc1ccccc1NC(=O)CCc1c(C)nc(SC)nc1C	4	-8	4	9	1
33	CC(C)c1c(C(=O)N/N=C/c2cccc(OCc3ccc(F)cc3)c2)nnn1-c1nonc1N	10	-5	-6	0	1
34	COc1cccc(CNC(=O)c2ccncc2)c1	-1	5	7	-24	1
35	COc1ccc(NS(=O)(=O)c2cccc(C(=O)NNC(=O)c3ccccc3O)c2)cc1	5	0	4	8	-1
36	CC(=O)Nc1ccc(NC(=S)Nc2ccc(Br)cc2)cc1	-1	-13	-4	16	22

No.	CHO parental Ca	CHRM1 agonist	CHO-K1 Ca ag	M1 PAM parental
22	·	-6	2.2	3
23	4	-4	0.8	-13
24	-22	-7	-0.2	18
25	-11	5	-0.2	2
26	-4	-4	1.1	4
27	·	-1	0.6	-6
28	-8	-2	-0.8	-2
29	-1	-3	1.9	13
30	-5	-1	0.5	16
31	-4	-3	-0.1	4
32	-23	-5	-0.3	12
33	-10	-3	-0.3	-8
34	-1	-1	0.6	-11
35	-13	2	0.8	11
36	-9	3	4.7	12

No.	Molecule	M1 PAM	CHO-K1 Ca antag	M1 antag	TAAR1 antagonist	TAAR1 agonist
37	CCN(CC)c1ccc(N2C(=O)c3ccccc3C2=O)cc1	-7	16	13	9	1
38	Cc1ccc(CNC(=O)CCN2C(=O)[C@@H]3Cc4ccccc4CN3C2=O)cc1	11	-10	-8	-6	2
39	CCc1ccccc1N(CC(=O)NC(C)(C)CC)C(=O)CCC(=O)Nc1nccs1	1	-4	-3	-13	1
40	O=C(Cn1cc([N+](=O)[O-])cn1)N1CCN(c2ccccc2)CC1	16	19	-11	-5	2
41	CC(=O)c1cc2c(cc1NC(=O)c1ccc(Cl)cc1)OCCO2	2	1	-10	-18	1
42	CCNC(=O)c1ccccc1-c1nc(-c2ccccc2OC)no1	5	-2	-9	-3	4
43	COc1cccc(OCC(=O)Nc2ccccc2C(=O)Nc2ccc(C(=O)O)cc2)c1	2	-1	-2	-9	0
44	O=C(Nc1ccc2c(c1)OCO2)c1cc(-c2ccc(O)cc2)on1	-2	-6	1	-12	6
45	COc1ccc(C(=O)N[C@H](C(=O)OCc2nc3ccsc3c(=O)[nH]2)C(C)C)cc1	6	-8	2	-16	0
46	Cc1nc(N)nc(Cl)c1CCC1OCCO1	7	-6	-16	-17	2
47	CCn1c(/C=C/N(C(C)=O)c2ccccc2)[n+](CCCS(=O)(=O)[O-])c2cc(Cl)c(Cl)cc21	-1	15	5	0	1
48	OCCC1CN(Cc2ccon2)CCN1CCc1ccccc1 (stereo unspecified)	3	18	2	4	2

No.	CHO parental Ca	CHRM1 agonist	CHO-K1 Ca ag	M1 PAM parental
37	-5	-3	-0.4	-6
38	-20	2	1.8	2
39	-16	2	0.2	8
40	-3	4	-0.6	-14
41	-4	-2	0.4	6
42	-13	-1	2.5	8
43	-3	-2	-0.1	-15
44	39*	-3	0.8	-3
45	1	0	0.0	-17
46	·	1	0.8	10
47	-7	-4	-0.4	-12
48	1	-6	-0.4	-27

No.	Molecule	M1 PAM	CHO-K1 Ca antag	M1 antag	TAAR1 antagonist	TAAR1 agonist
49	COc1ccccc1NC(=O)CSc1nnc(Cn2cnc3ccccc32)o1	0	8	2	-5	6
50	CC[C@H](C)[C@@H](CO)NC(=O)[C@H]1O[C@@H](n2ccc(=O)[nH]c2=O)[C@H](O)[C@@H]1O	-4	10	7	-5	1
51	Cc1cc(C)c2nc(N3C(=O)C(O)=C(C(=O)c4ccco4)C3c3cccc(O)c3)sc2c1 (stereo unspecified)	11	-25	-14	5	19
52	CCOC(=O)N1CCN(C(=O)C2CCCN(S(=O)(=O)c3ccc(C)cc3)C2)CC1 (stereo unspecified)	-1	-13	4	·	·
53	CCNc1nc(SC(C)C(=O)Nc2ccccc2)nc(N2CCOCC2)n1 (stereo unspecified)	3	-4	-2	-1	22
54	COc1cc2c(cc1Cl)/C(=C\CCN(C)C)c1ccccc1S2	-17	-7	66*	-11	10
55	Cn1c(=O)c2c(ncn2CC(=O)Nc2nccs2)n(C)c1=O	4	-14	-6	-12	0
56	CCN1CCc2c(sc(NC(=O)c3ccc(S(=O)(=O)N(CC)c4ccccc4)cc3)c2C(N)=O)C1	4	-2	-11	5	11
57	CC1(C)CC(=O)c2sc(NS(=O)(=O)c3ccc(Br)cc3)nc2C1	4	-16	7	14	6

No.	CHO parental Ca	CHRM1 agonist	CHO-K1 Ca ag	M1 PAM parental
49	-12	-9	1.2	-7
50	·	-6	0.4	-4
51	-6	-1	0.1	19
52	-17	-5	3.0	18
53	-6	-1	0.4	14
54	-9	-4	3.5	24
55	-10	-3	0.4	19
56	-5	0	4.9	-1
57	-32	-4	0.6	12
